High-throughput results: PubChem, National Center for Advancing Translational Sciences (NCATS)
HttQ103 aggreg: qHTS Multiplex Assay to Identify Dual Action Probes in a Cell Model of Huntington: Aggregate Formation (GFP); PC12 HttQ103-GFP aggregates, Acumen cytometry, 40 h; Potency, µM (doses to about 46.1 µM), without a hit: at the highest dose activity change, negative = inhibition, usual class: inhibitors; actives 1.1% (n = 220,000); AID 1688, 2009; note: % is set by controls: 0 for no effect and ±100 for the full control effect; nearly all actives have a fitted effect of over 60% in size
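Inducible Q103 Huntingtin exon 1–GFP PC12 line, 1500 cells/well in phenol red free DMEM with 5% equine and 5% calf serum. Tebufenozide 100 nM induced expression; compounds titrated; aggregates quantified by cytometry.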
IMPase Li cell: qHTS Assay for Identifying the Cell-Membrane Permeable IMPase Inhibitors: Potentiation with Lithium; CHO-M1 cells, IP1 TR-FRET (IP-One), carbachol + lithium; Potency, µM (series often up to 59.4 µM), for the others: at the top dose activity, negative = IMPase inhibition, most hits filed as inhibitors; actives 0.35% (n = 210,000); AID 1457, 2008;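 note: IP1 builds up when IMPase is blocked and the TR-FRET signal falls; plate controls were basal vehicle for no effect and high inhibitor control for full effect; nearly all actives have a fitted effect of over 50% in size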
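Lithium-sensitised IP1 accumulation assay; M1-expressing CHO cells treated 30 min at 37C with compound. Competitive antibody detection by time-resolved FRET followed a 10 min room-temperature lysis step.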
HTT ATP protect: qHTS Multiplex Assay to Identify Dual Action Probes in a Cell Model of Huntington: Cytoprotection (ATP) | PC12 HTT-Q103 induced, cytoprotection, ATP luminescence, 40 h | Potency, µM (titrated, usually from 56.4 µM), for inactives: cytoprotection (ATP increase), most hits filed as activators | actives 0.14% (n = 230,000) | AID 1471, 2008;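 note: % of control where 0% means no effect; nearly all actives have a fitted effect of over 45% in size; toxic huntingtin expression switched on by the ecdysone agonist tebufenozide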
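Readout: ATPlite luminescence (ATP level). Model: stable PC12, inducible Htt exon1 Q103-GFP. Inducer: tebufenozide, 100 nM final. Compounds: dose series. No G418 in medium.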
GAA inhib: qHTS Assay for Inhibitors of Human alpha-Glucosidase as a Potential Chaperone Treatment of Pompe Disease | Potency, µM (series often up to 76.9 µM), without a hit: top-dose activity change, negative = inhibition, most hits filed as inhibitors | purified human GAA, 4-MU-alpha-glucoside fluorescence | actives 0.005% (n = 200,000) | AID 1466, 2008;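 note: plate controls were uninhibited enzyme wells for no effect and no-enzyme background for full effect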
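AC50 values come from Hill fits of compound titrations (up to 77 uM) against 4 nM human enzyme. Substrate 4-methylumbelliferyl-alpha-D-pyranoside at 400 uM, pH 5.0 citrate buffer, 20 min room temperature; fluorescence Ex 365/Em 440 after alkaline stop.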
aGlu spleen mod: qHTS Assay for Inhibitors and Activators of Human alpha-Glucosidase From Spleen Homogenate. human spleen homogenate, 4-MU-alpha-glucoside fluorescence. Potency, µM (doses to about 79.9 µM), for the others: at the top dose activity change, negative = inhibition, actives largely listed as inhibitors. actives 0.006% (n = 240,000). AID 2112, 2009;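 note: 0% = enzyme with vehicle and -100% = no enzyme basal signal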
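Compounds were titrated against alpha-glucosidase in spleen homogenate at pH 5.0, with 1 mM 4-methylumbelliferyl substrate for 40 min at 37 C. Reactions were quenched with pH 10 NaOH/glycine and fluorescence measured.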
RGS12 GoLoco inh: qHTS Assay for Inhibitors of RGS12 GoLoco Motif Activity (Red Fluorophore); Gai1:RGS12 GoLoco peptide FP, rhodamine, 10 min; Potency, µM (series often up to 61.6 µM), for the others: top-dose activity, negative = inhibition, actives largely listed as inhibitors; actives 0.44% (n = 230,000); active = well fitted inhibition curve with a large enough effect, not every such curve was filed as active; inactive = no such curve, though single readings can be large or run the other way; note: % is set by controls: 0 for no effect and ±100 for the full control effect; nearly all actives have a fitted effect of over 30% in size; many of its hits are not listed in these tables
Target sequence (P63096 whole entry, looked up): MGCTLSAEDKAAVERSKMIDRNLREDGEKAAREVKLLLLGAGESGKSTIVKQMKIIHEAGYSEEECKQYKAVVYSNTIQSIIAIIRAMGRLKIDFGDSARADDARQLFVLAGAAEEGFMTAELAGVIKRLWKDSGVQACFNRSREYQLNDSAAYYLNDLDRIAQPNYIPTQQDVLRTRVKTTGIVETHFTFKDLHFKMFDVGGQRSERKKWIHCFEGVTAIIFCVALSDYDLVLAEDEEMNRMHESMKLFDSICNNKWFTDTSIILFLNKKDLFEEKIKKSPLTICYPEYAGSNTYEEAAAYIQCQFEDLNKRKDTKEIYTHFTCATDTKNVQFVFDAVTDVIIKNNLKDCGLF
GAA glycogen: qHTS Assay for Inhibitors and Activators of Human alpha-Glucosidase Cleavage of Glycogen; recombinant GAA, glycogen substrate, Amplex Red glucose oxidase fluorescence; actives 0.38% (n = 300,000); Lysosomal alpha-glucosidase (Homo sapiens), P10253; Potency, µM (top dose mostly 76.4 µM), for inactives: at the highest dose activity change, negative = inhibition, hits mostly inhibitors;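 note: 0% = full enzyme reaction and -100% = no-enzyme basal signal; the screen sought inhibitors and activators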
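qHTS, 1536-well; enzyme 4 nM final; cpd up to 77 uM; substrate bovine liver glycogen 30 ug; 50 mM citrate/phosphate pH 5.0, 0.01% Tween-20; 37 C, 40 min; Amplex Red detection 45 min RT; Hill fit → AC50.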
* marks the source's active call; other numbers are inactive results; & = joins results of further samples; [ ] = dose if it differs, or a comment. Unless noted, calls come from the whole dose curve; as a rule, active = well fitted curve in the direction sought with a large enough effect; inconclusive = small, poorly fitted or top-dose-only effect, or another doubt; inactive = no such curve, though single readings can be large; an effect the other way counts as inactive or inconclusive. Potency is the fitted concentration of half-maximal effect. These rows are one share of the data, so the mix of outcomes need not match the whole.

`CCOc1ncccc1C(=O)OCC(=O)NCc1ccc2c(c1)OCO2` gave HttQ103 aggreg 1%, IMPase Li cell 3%, HTT ATP protect -20%, GAA inhib 1%, aGlu spleen mod 5%, RGS12 GoLoco inh 6% and GAA glycogen 2%.
For Nc1c(S(=O)(=O)c2cccs2)c2nc3ccccc3nc2n1CC1CCCO1 (centres undefined) the results were HttQ103 aggreg 0.0022µM*, IMPase Li cell 24%[38.3 µM], GAA inhib inconclusive, aGlu spleen mod 3%, RGS12 GoLoco inh 1% and GAA glycogen 1%.
For CNc1ccccc1-c1nc2ccccc2n(C)c1=O the results were HttQ103 aggreg -5%, IMPase Li cell 28%[38.3 µM], HTT ATP protect 16%, GAA inhib -6%, aGlu spleen mod -4%, RGS12 GoLoco inh -8% and GAA glycogen -1%.
`COc1ccc(NC(=O)C2CCC(CNc3c(N4CCCCC4)c(=O)c3=O)CC2)c(OC)c1` (centres undefined) gave HttQ103 aggreg 0%[9.22 µM], HTT ATP protect 7%[10 µM], aGlu spleen mod -6%, RGS12 GoLoco inh -2% and GAA glycogen 3%.
Screening Cn1c(SCc2n[nH]c(=S)o2)nnc1-c1ccccc1 returned HttQ103 aggreg 13%, IMPase Li cell -6%, GAA inhib -2%, aGlu spleen mod -4%, RGS12 GoLoco inh 1% and GAA glycogen -3%.
Screening CC(=O)Cc1nsc(Nc2cccc(C)c2)n1 returned HttQ103 aggreg 6%, IMPase Li cell 6%, HTT ATP protect inconclusive, GAA inhib -6%, aGlu spleen mod 0%, RGS12 GoLoco inh 5% and GAA glycogen -15%.
Screening Cc1ccc(N2NC(=O)/C(=C/C=C/c3ccco3)C2=O)cc1C returned HttQ103 aggreg 2%, IMPase Li cell 12%, HTT ATP protect 19%, GAA inhib -8%, aGlu spleen mod -1%, RGS12 GoLoco inh -5% and GAA glycogen 0%.
Screening Cc1ccc(C(=O)N2CCC(C(=O)NCc3cccnc3)CC2)cc1 returned HttQ103 aggreg -2%, IMPase Li cell 3%, HTT ATP protect 4%[1.9 µM], GAA inhib 1%, aGlu spleen mod -7%, RGS12 GoLoco inh 7% and GAA glycogen 5%.
Screening Cc1ccc(S(=O)(=O)CCSc2nccn2C)cc1 returned HttQ103 aggreg 2%[9.22 µM], HTT ATP protect 9%[10 µM], GAA inhib 1%, aGlu spleen mod 1%, RGS12 GoLoco inh -3% and GAA glycogen -19%.
CCCCNC(=S)Nc1ccccc1Cc1ccccc1 was read as HttQ103 aggreg inconclusive, IMPase Li cell 16%, HTT ATP protect -35%[10 µM], GAA inhib -7%, aGlu spleen mod 1%, RGS12 GoLoco inh 1% and GAA glycogen -5%.
Screening COc1ccc(-c2cc(C(=O)Nc3nc4c(C)cccc4s3)c3ccccc3n2)cc1OC returned HttQ103 aggreg 4%, IMPase Li cell -20%[38.3 µM], HTT ATP protect -7%, GAA inhib -8%, aGlu spleen mod -10%, RGS12 GoLoco inh 20% and GAA glycogen -5%.
Screening N#C/C(=C\NC(=S)c1ccncc1)c1nc2ccccc2s1 returned IMPase Li cell -19%, HTT ATP protect -7%[10 µM] and RGS12 GoLoco inh 101%[activator][14.2 µM].
`COc1ccc(C(CCN2CCCC2)c2c(OC)cc(OC)c3c(-c4ccccc4)cc(=O)oc23)cc1` (centres undefined) gave HttQ103 aggreg 15%[9.22 µM], HTT ATP protect -14%[10 µM], aGlu spleen mod 8%&3%, RGS12 GoLoco inh 6% and GAA glycogen 2%.
For COC(=O)c1sc2nc(C)nc(SCC(=O)C(C)(C)C)c2c1C the results were HttQ103 aggreg inconclusive, IMPase Li cell -3%, HTT ATP protect -18%, GAA inhib -11%, aGlu spleen mod -1%, RGS12 GoLoco inh 12% and GAA glycogen 1%.
For Cn1c(=O)c(C(=O)Nc2cnccn2)c(O)c2ccccc21 the results were HttQ103 aggreg 4%, IMPase Li cell -17%[38.3 µM], HTT ATP protect 8%, GAA inhib -12%, aGlu spleen mod -11%, RGS12 GoLoco inh 4% and GAA glycogen 13%.
For Cc1ccccc1-c1nnn(CC(=O)Nc2ccc3c(c2)OCO3)n1 the results were HttQ103 aggreg 8%, IMPase Li cell 1%, HTT ATP protect -4%, GAA inhib 1%, aGlu spleen mod 6%, RGS12 GoLoco inh -9% and GAA glycogen -9%.
COc1ccc(C(NC(C)=O)c2ccc3cccnc3c2O)c(OC)c1 (centres undefined) was read as HttQ103 aggreg 4µM*, IMPase Li cell 0%[38.3 µM], HTT ATP protect -107%[inhibitor], GAA inhib -7%, aGlu spleen mod 9%, RGS12 GoLoco inh -6% and GAA glycogen -9%.
For O=C(O)/C=C/c1cn(Cc2ccccc2)nc1-c1cccnc1 the results were HttQ103 aggreg -29%[9.22 µM], HTT ATP protect 14%[10 µM], aGlu spleen mod 5%, RGS12 GoLoco inh 4% and GAA glycogen 5%.
For COc1cccc(Nc2ncc(C(=O)O)c3ccccc23)c1 the results were HttQ103 aggreg -14%, IMPase Li cell -23%[38.3 µM], HTT ATP protect 18%, GAA inhib -4%, aGlu spleen mod -1%, RGS12 GoLoco inh -7% and GAA glycogen 7%.
Screening CSc1nc(-c2ccco2)nn1C(=O)Cc1ccccc1 returned HttQ103 aggreg 3%, IMPase Li cell 17%[38.3 µM], HTT ATP protect -5%[0.074 µM], GAA inhib -4%, aGlu spleen mod 1%, RGS12 GoLoco inh 9% and GAA glycogen 5%.
`Cc1cc(C(F)(F)F)cc(NNC(=O)NC(=O)c2ccccc2Cl)n1` gave HttQ103 aggreg -13%[9.22 µM], HTT ATP protect -6%[10 µM], aGlu spleen mod 3%, RGS12 GoLoco inh 3% and GAA glycogen inconclusive.
For COc1ccc(NC(=O)NCCC2=CCCCC2)cc1 the results were IMPase Li cell -6%, GAA inhib inconclusive, aGlu spleen mod 4%, RGS12 GoLoco inh 9% and GAA glycogen -3%.
Screening CCOC(=O)c1c(CN2CCCCC2)n(C)c2cc(Br)c(O)c(CN(C)C)c12 returned HttQ103 aggreg 7%, IMPase Li cell 33%[activator][38.3 µM], HTT ATP protect 6%, GAA inhib -8%[15.4 µM], aGlu spleen mod -2%, RGS12 GoLoco inh -16% and GAA glycogen -30%.
For CCC(=O)c1ccccc1OCCCN1C(=O)NC(C)(C)C1=O the results were HttQ103 aggreg -6%, IMPase Li cell 3%[38.3 µM], HTT ATP protect 15%, GAA inhib 1%, aGlu spleen mod -7%, RGS12 GoLoco inh 8% and GAA glycogen 3%.
For COc1cc(CNC2CCCCCCC2)cc(Br)c1OCC#N the results were HttQ103 aggreg -4%, IMPase Li cell 8%, GAA inhib -7%, aGlu spleen mod 6%, RGS12 GoLoco inh 2% and GAA glycogen 11%.
For Cc1nc(SCc2ccc([N+](=O)[O-])cc2)nc2ccccc12 the results were HttQ103 aggreg -9%, IMPase Li cell 15%, HTT ATP protect 13%[10 µM], GAA inhib -2%, aGlu spleen mod -1%, RGS12 GoLoco inh -4% and GAA glycogen 5%.
`O=C(C1=COCCO1)N1CCN(S(=O)(=O)c2cccc(Cl)c2Cl)CC1` gave HttQ103 aggreg -3%, IMPase Li cell 8%[38.3 µM], HTT ATP protect -11%[10 µM], GAA inhib -1%, aGlu spleen mod -19%, RGS12 GoLoco inh -20% and GAA glycogen 4%.
Cc1ccc(C2=C/C(=C/c3cccs3)C(=O)O2)cc1 was read as HttQ103 aggreg -13%, IMPase Li cell 13%, HTT ATP protect -17%[10 µM], GAA inhib -4%, aGlu spleen mod -2%, RGS12 GoLoco inh -3% and GAA glycogen 1%.
O=[N+]([O-])c1cccc(-c2nnc(CNC3CC3)o2)c1 was read as HttQ103 aggreg -11%, IMPase Li cell 0%, HTT ATP protect -6%, GAA inhib 0%, aGlu spleen mod -8%, RGS12 GoLoco inh 5% and GAA glycogen 5%.
Screening COc1ccc(CCNc2ccncn2)cc1OC returned HttQ103 aggreg -32%, IMPase Li cell -6%[38.3 µM], HTT ATP protect -28%, GAA inhib 3%, aGlu spleen mod 0%, RGS12 GoLoco inh -17% and GAA glycogen 10%.
Screening COCCCNC(=S)N1CCCC(c2nc3cc(C)c(C)cc3[nH]2)C1 (centres undefined) returned IMPase Li cell 4%, GAA inhib 8%, aGlu spleen mod -4%, RGS12 GoLoco inh 14% and GAA glycogen 3%.
Screening S=C(Nc1ccccc1)Nc1ccccc1-n1cccc1 returned HttQ103 aggreg 29%[9.22 µM], HTT ATP protect 18%[10 µM], GAA inhib 4%, aGlu spleen mod -6%, RGS12 GoLoco inh -3% and GAA glycogen -24%.
`O=C(O)c1cccc(CN2C(=O)S/C(=C/c3cccc([N+](=O)[O-])c3)C2=O)c1` gave HttQ103 aggreg 36%[9.22 µM], HTT ATP protect -16%[10 µM], aGlu spleen mod 0%, RGS12 GoLoco inh -1% and GAA glycogen 9%.
`COc1ccc(N2C(=O)[C@@H]3[C@H](C2=O)[C@H]2C=CC=NN2[C@@H]3C(=O)Nc2ccc(Cl)cc2)cc1` gave HttQ103 aggreg -8%[9.22 µM], HTT ATP protect -14%[10 µM], aGlu spleen mod 1%, RGS12 GoLoco inh 1% and GAA glycogen -17%.
`OC(COc1ccc(OCc2ccccc2)cc1)CN1CCOCC1` (centres undefined) gave HttQ103 aggreg -15%, IMPase Li cell 5%[38.3 µM], HTT ATP protect -9%, GAA inhib inconclusive, aGlu spleen mod 2%, RGS12 GoLoco inh -4% and GAA glycogen 9%.
`Cc1oc2nc(SCCCC(=O)NCCO)nc(N)c2c1C` gave HttQ103 aggreg 0%, IMPase Li cell 14%[38.3 µM], HTT ATP protect -2%, GAA inhib -11%, aGlu spleen mod 2%, RGS12 GoLoco inh 6% and GAA glycogen -7%.
CCc1cc2c(C)cc(=O)oc2cc1OC(=O)C1CCCN1C(=O)OC(C)(C)C (centres undefined) was read as HttQ103 aggreg -3%[9.22 µM], IMPase Li cell -3%[38.3 µM], HTT ATP protect -23%, GAA inhib inconclusive, aGlu spleen mod inconclusive, RGS12 GoLoco inh 9% and GAA glycogen 2%.
